Screening data: PubChem, The Scripps Research Institute Molecular Screening Center
CHO parental Ca = signal in parental CHO cells, OX1R antagonist counter-screen | 0.63% of 330,000 active | parental CHO-K1, ATP-induced calcium, Fluo-8 fluorescence | inhibition, % at 5.6 µM;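 active means inhibition above that plate's mean sample inhibition plus 3 SD, cut at about 26% in these data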;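 further: 0% = ATP-challenged DMSO wells and 100% = DMSO wells without ATP; some compounds past the cut are filed as inactive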
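Material – parental CHO cells · Reagent – ATP stimulus · Compound – single nominal dose of 5.6 µM per compound · Detection – Fluo-8 fluorescence · Read-out basis – percent inhibition of calcium signal · Controls – ATP-challenged DMSO wells low, unchallenged DMSO wells high · Repeats – no replicates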
CHRM1 agonist = human M1 muscarinic receptor agonism; 0.33% of 360,000 active; AID 588814; P11229; activation, % at 3 µM; CHO-K1 hM1, Fluo-8 calcium fluorescence, agonist mode; 0% DMSO, 100% acetylcholine EC100;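 active means activation above the run's mean compound activation plus 3 SD, cut at about 16% in these data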;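 further: peak over basal fluorescence ratio within a 140 s kinetic read after compound addition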
Target sequence (P11229 whole entry, looked up): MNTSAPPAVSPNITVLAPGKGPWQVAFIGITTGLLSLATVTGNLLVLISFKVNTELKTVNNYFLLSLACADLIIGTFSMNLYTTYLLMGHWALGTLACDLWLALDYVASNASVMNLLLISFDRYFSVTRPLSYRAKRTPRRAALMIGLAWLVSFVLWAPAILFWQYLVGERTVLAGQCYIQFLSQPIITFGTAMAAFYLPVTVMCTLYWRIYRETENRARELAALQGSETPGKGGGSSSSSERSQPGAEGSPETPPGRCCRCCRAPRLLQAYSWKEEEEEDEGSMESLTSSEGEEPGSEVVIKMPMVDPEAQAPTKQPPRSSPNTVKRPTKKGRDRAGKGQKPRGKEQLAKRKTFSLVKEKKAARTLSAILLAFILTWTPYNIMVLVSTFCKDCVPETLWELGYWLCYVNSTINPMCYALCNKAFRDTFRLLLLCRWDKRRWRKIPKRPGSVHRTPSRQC
M1 antag = blocks human M1 muscarinic receptor; P11229; CHO-K1 hM1, Fluo-8 calcium fluorescence, ACh EC80 antagonist; inhibition, % at 3 µM; 1.3% of 360,000 active; AID 588852;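 active means percent inhibition above its own plate's cutoff, namely the mean of that plate's compound wells plus 3 SD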;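 further: peak over basal fluorescence ratio during 140 s after agonist addition; 0% = ACh EC80 plus DMSO and 100% = DMSO alone without agonist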
TAAR1 agonist = human TAAR1 agonism. CHO RD-HGA16 TAAR1, Fluo-8 calcium fluorescence; vehicle wells 0%, saturating PEA agonist 100%. activation, % at 3 µM. 0.99% of 360,000 active. AID 624467;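 active means activation above the mean activation of all test compounds in the run plus 3 SD, cut at about 38% in these data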
Target sequence (Q96RJ0 whole entry, looked up): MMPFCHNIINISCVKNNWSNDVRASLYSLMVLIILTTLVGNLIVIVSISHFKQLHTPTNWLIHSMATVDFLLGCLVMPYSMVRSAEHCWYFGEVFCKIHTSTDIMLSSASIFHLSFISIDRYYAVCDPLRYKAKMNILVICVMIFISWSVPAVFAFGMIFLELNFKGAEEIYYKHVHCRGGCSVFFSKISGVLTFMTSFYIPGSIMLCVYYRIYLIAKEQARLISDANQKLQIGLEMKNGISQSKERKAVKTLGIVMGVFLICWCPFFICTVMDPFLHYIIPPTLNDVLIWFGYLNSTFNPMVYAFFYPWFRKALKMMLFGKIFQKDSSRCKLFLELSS
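System: CHO-derived RD-HGA16 cells with stable Gα16 and human TAAR1. Times: 17-24 h plating, Fluo-8 75 min 37 °C, 30 min RT. Measured by: calcium-sensitive Fluo-8 signal, excitation 470-495, emission 515-575 nm. Read-out basis: % activation relative to PEA EC100 response. Control set: DMSO and PEA EC100. Repeats: no replicates (n 1).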
M1 ag parental = M1 agonist counterscreen hit in parental CHO-K1 cells. Fluo-8 calcium fluorescence; scaled to maximal ATP response, vehicle zero. activation, % at 3 µM. 0.48% of 360,000 active. AID 602248; in the data active means activation above about 15%;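 further: untransfected CHO-K1 host cells lacking M1 receptor as counterscreen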
CHO-K1 Ca PAM = counter-screen for M1 PAMs: effect in parental CHO-K1 cells; 0.02% of 360,000 active; ATP EC20, Fluo-8 calcium fluorescence; 0% at ATP EC20, 100% at ATP max; activation, % at 3 µM;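 active means activation above the run cutoff, the mean activation of all test compounds plus 3 SD, cut at about 40% in these data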;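 further: peak over basal fluorescence ratio in a 140 s read after ATP addition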
CHRM1 PAM = potentiates human M1 receptor response to acetylcholine. P11229. CHO-K1 hM1, Fluo-8 calcium fluorescence, ACh EC20; 0% = ACh EC20, 100% = maximal ACh. activation, % at 3 µM. 0.088% of 360,000 active. AID 588819; in the data active means activation above about 19%, passing the limit was not always enough
CHO-K1 Ca antag = counter-screen for M1 antagonists: effect in parental CHO-K1 cells; inhibition, % at 3 µM; AID 602250; 0.6% of 360,000 active; ATP-induced calcium, Fluo-8 fluorescence;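 active means inhibition above a per-plate cutoff, the plate's mean sample inhibition plus 3 SD, cut at about 24% in these data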;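 further: 0% = DMSO plus EC80 ATP and 100% = DMSO alone without ATP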
TAAR1 antagonist = antagonists of human TAAR1. inhibition, % at 3 µM. 1.5% of 360,000 active. AID 624466. CHO RD-HGA16 TAAR1, Fluo-8 calcium fluorescence, antagonist;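 active means inhibition above a per-plate cutoff, the mean inhibition of test compounds on that plate plus 3 SD, cut at about 49% in these data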;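 further: 0% = DMSO plus EC80 beta-PEA response and 100% = DMSO alone without agonist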
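Assay system: CHO-derived RD-HGA16 cells stably expressing human TAAR1 plus Gα16. Timing: 140 s kinetic read after compound, 140 s after agonist. Technique: kinetic Fluo-8 calcium fluorescence measurement. Measure: % inhibition of agonist calcium response.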
* = called active by the depositor; . = not tested or not shown.

SMILES | CHO parental Ca | CHRM1 agonist | M1 antag | TAAR1 agonist | M1 ag parental | CHO-K1 Ca PAM | CHRM1 PAM | CHO-K1 Ca antag | TAAR1 antagonist
COc1cc(NC(=O)CSc2nccc(C)n2)c(C)cc1[N+](=O)[O-] | -9 | -8 | 5 | 13 | 1.2 | 2 | 0 | -3 | -19
CCC1CCCCN1S(=O)(=O)c1ccc(C(=O)Nc2nnc(-c3cccs3)o2)cc1 (stereo unspecified) | -6 | -3 | -26 | . | -0.1 | 16 | 5 | 0 | .
CCC(C)(C)NC(=O)C(C(C)C)N(CC1CCCO1)C(=O)CNS(=O)(=O)c1ccccc1 (stereo unspecified) | -25 | -2 | -17 | 1 | 2.3 | 14 | 14 | -22 | -9
COc1ccc2c3c(ccc2c1)C(=O)/C(=C/O)CC3 | . | 0 | -10 | 0 | 0.9 | 18 | 8 | -8 | -12
CCOc1ccc(/C=C2\SC(=S)N(CC(=O)NCCCN3CCOCC3)C2=O)cc1 | -17 | -7 | -15 | -2 | 5.3 | 5 | 13 | -18 | -5
COc1ccc(CNC(=O)COC(=O)c2ccc(S(=O)(=O)N3CCCCC3)cc2)cc1 | -2 | -2 | 1 | 0 | -0.1 | 7 | 1 | -5 | -1
N=c1sccn1CC(=O)Nc1cccc(S(=O)(=O)N2CCCCCC2)c1 | -9 | -15 | -1 | 3 | 4.1 | 22 | 5 | -9 | -7
NC(=O)Cn1c(=O)oc2ccccc21 | 1 | -3 | -7 | 8 | 1.9 | 4 | 1 | -6 | 17
Cc1nonc1C(=O)N/N=C/c1cc2c(cc1Br)OCO2 | -8 | 0 | 4 | -1 | -0.1 | -7 | 8 | 3 | 2
O=C(CSCCc1ccccn1)Nc1ccccn1 | -9 | -4 | -2 | 0 | 0.1 | -2 | 2 | -5 | 4
COc1c2c(cc3ccc(=O)oc13)CCO2 | -18 | -5 | -10 | 0 | 0.4 | 17 | 7 | -7 | -3
COc1ccc(S(=O)(=O)N2CCC(C(=O)NN3CCCCC3)CC2)cc1OC | -1 | -4 | -7 | 8 | 0.4 | 5 | 7 | -14 | -4
CCn1cc(C(=O)N2CCN(c3ccc(OC)cc3)CC2)c(=O)c2cc(S(=O)(=O)N3CCCCC3)ccc21 | -19 | -1 | -6 | -1 | -0.1 | 16 | 8 | -17 | 1
Cc1ccccc1C(=O)NNC(=O)c1cccc(Br)c1 | -7 | -2 | -24 | 1 | 0.8 | 8 | 11 | -5 | -16
C/C(CC1(O)/C(=N/O)CCc2nonc21)=N\O (stereo unspecified) | -3 | 0 | -19 | 2 | -0.2 | -4 | 14 | 8 | -7
O=C(NC(=S)Nc1ccccc1)c1ccc(Br)o1 | -15 | -9 | -3 | -2 | 1.7 | 8 | 8 | -13 | 0
Cc1c(NC(=O)c2ccc(S(=O)(=O)N(C)c3ccccc3)cc2)c(=O)n(-c2ccccc2)n1C | -6 | -7 | 9 | 6 | 1.0 | 10 | -10 | -2 | -3
CCc1cccc(C)c1NC(=O)CN(C)C1=NS(=O)(=O)c2ccccc21 | -4 | -3 | -11 | 1 | 0.1 | 17 | 11 | -9 | -15
COc1ccccc1N(CC(=O)N(C)Cc1ccccc1)S(=O)(=O)c1cccs1 | -32 | -8 | -2 | 7 | 0.6 | 7 | -1 | -17 | -17
O=C(NCc1cccnc1)c1cc(C2CCCCN2C(=O)c2ccc3ccccc3c2)on1 (stereo unspecified) | . | -7 | -20 | 0 | 2.0 | 6 | 9 | -19 | -20
CC1(NC(=O)Cc2ccc(Cl)c(Cl)c2)CCS(=O)(=O)C1 (stereo unspecified) | -16 | -5 | -15 | 5 | 0.4 | 5 | 15 | -25 | -24
Cc1ccc(NC(=O)Cn2c(CCC(=O)O)ccc2-c2cccs2)cc1Cl | -12 | -3 | 4 | 5 | 0.5 | 19 | 3 | -11 | -21
Cc1cc(N2CCN(c3cccc(C(F)(F)F)c3)CC2)n2ncnc2n1 | -4 | 4 | -18 | 7 | 4.8 | 26 | 1 | -11 | -8
C=CCc1cccc2cc(C(=O)N(C)C)c(=O)oc12 | -14 | -9 | -7 | -1 | 0.9 | 10 | -6 | -12 | 0
Cc1ccc(C)c2nc3sc(C(=O)N4CCCc5ccccc54)c(N)c3cc12 | -11 | -2 | 3 | 9 | 2.0 | 21 | 1 | -5 | 13

3 structures out of the list, ordered by SMILES length, highest first.
SMILES | CHO parental Ca | CHRM1 agonist | M1 antag | TAAR1 agonist | M1 ag parental | CHO-K1 Ca PAM | CHRM1 PAM | CHO-K1 Ca antag | TAAR1 antagonist
Cc1c(NC(=O)c2ccc(S(=O)(=O)N(C)c3ccccc3)cc2)c(=O)n(-c2ccccc2)n1C | -6 | -7 | 9 | 6 | 1.0 | 10 | -10 | -2 | -3
O=C(NC(=S)Nc1ccccc1)c1ccc(Br)o1 | -15 | -9 | -3 | -2 | 1.7 | 8 | 8 | -13 | 0
COc1c2c(cc3ccc(=O)oc13)CCO2 | -18 | -5 | -10 | 0 | 0.4 | 17 | 7 | -7 | -3

The list continues.
SMILES | CHO parental Ca | CHRM1 agonist | M1 antag | TAAR1 agonist | M1 ag parental | CHO-K1 Ca PAM | CHRM1 PAM | CHO-K1 Ca antag | TAAR1 antagonist
CC(=O)c1cccc(NC(=O)COC(=O)COc2ccccc2C)c1 | -4 | -3 | -9 | 1 | 1.3 | 16 | 6 | -1 | 17
O=C(NCc1ccc(Cl)cc1)c1ccc(N2CCCC2=O)cc1 | 13 | -2 | 10 | 1 | 0.6 | -12 | -5 | -5 | 0
CCNc1nc2c(c(=O)n(C)c(=O)n2C)n1CCCc1ccccc1 | -2 | -3 | 1 | 5 | 1.6 | 2 | 6 | 3 | -3
Cc1ccc(/C=C/C(=O)Nc2nccs2)o1 | -8 | 0 | 4 | 1 | 1.0 | -2 | 0 | 4 | 10
S=c1[nH]nc(Cc2noc3ccccc23)n1-c1ccccc1 | -3 | -4 | 4 | 3 | 0.9 | 9 | 5 | -16 | -20
O=C1C2C(c3ccccc3)(C(=O)N1c1ccc(Cl)cc1)C2(c1ccccc1)c1ccccc1 (stereo unspecified) | -20 | -3 | 12 | 3 | 1.5 | 9 | -10 | 1 | 62*
CCC(OC(=O)c1ccco1)C(=O)NC1CCCC1 (stereo unspecified) | -14 | -5 | -12 | 5 | -0.1 | 14 | 10 | 10 | -15
COc1ccc(C(=O)NC(CC(C)C)C(=O)O)cc1 (stereo unspecified) | -1 | -3 | -1 | 18 | 0.1 | 8 | 5 | -8 | -4
COc1ccc(CCC(C)Nc2ccc(F)cc2)cc1 (stereo unspecified) | -11 | -8 | -2 | 10 | 0.0 | 11 | 2 | -15 | 5
CCOc1cc(/C=N/NC(=O)CSc2nncn2C)ccc1OCC(N)=O | -18 | 0 | -18 | 8 | 0.6 | 4 | 9 | -8 | -33
O=C(CCNS(=O)(=O)c1ccc2[nH]c(=O)oc2c1)Nc1ccccc1 | 4 | -2 | -7 | . | 0.0 | -2 | 2 | -6 | .
COc1ccccc1OCC(=O)N/N=C1/SCC(=O)N1Cc1ccccc1 | -2 | -4 | -2 | 2 | 0.3 | -5 | -3 | 12 | -5
CCc1nc2c(OCCC3CCCCC3)cccn2c1N(C)C(=O)c1ccc(OC)cc1 | . | -8 | -5 | 4 | -0.8 | 5 | -8 | -3 | 4
O=C(COC(=O)CNC(=O)c1ccc(Cl)c([N+](=O)[O-])c1)NCC1CCCO1 (stereo unspecified) | -16 | -4 | 5 | 0 | 0.2 | -20 | 1 | 8 | 10
CNc1nnc(SCC(=O)N2c3ccccc3NC(=O)CC2C)s1 (stereo unspecified) | -10 | -1 | -13 | 14 | 0.2 | 9 | 15 | -12 | 1
CC(C)CC1(C(=O)NCCN2CCOCC2)C=CCN1C(=O)c1ccccc1 (stereo unspecified) | -13 | -6 | 5 | -1 | -0.1 | -5 | 0 | -3 | 14
COC(=O)Nc1ccc(OCc2ccccc2)cc1 | -2 | -4 | 1 | 9 | 1.4 | 21 | 0 | -7 | -5
COc1ccc(Cn2c(=O)sc3ccccc32)cc1OC | 24 | 10 | 7 | 11 | 6.3 | 8 | 0 | -4 | 19
COc1ccc(CN(C)C[C@@H]2OCCCC[C@H](C)Oc3ccc(NC(=O)Nc4ccc(F)cc4)cc3C(=O)N([C@H](C)CO)C[C@H]2C)cc1 | . | -11 | 14 | 0 | -0.1 | -11 | -13 | -6 | -4
CCn1c(SCC(=O)Nc2cccc(F)c2)nnc1-c1cc2cc(Br)ccc2o1 | -16 | -2 | -15 | 4 | 0.3 | -1 | 5 | 5 | -6
Cc1cccc(Nc2nc(N3CCN(C)CC3)nc(N)c2[N+](=O)[O-])c1 | -4 | -9 | -9 | 3 | 9.1 | 25 | 0 | -8 | 0
CCOc1ccc(CCNC(=O)COC(=O)C2CC2)cc1OCC | -18 | -2 | -16 | 1 | 2.5 | 17 | 8 | -3 | 3
Cc1ccc(COc2ccc(/C=N/NC(=O)c3ccc(CN4CCOCC4)cc3)cc2)cc1 | -2 | -3 | -6 | 12 | 2.2 | 16 | 7 | -1 | 5
COCCCn1c(=O)c2sccc2n2c(CCCC(=O)NCC3CCCO3)nnc12 (stereo unspecified) | -6 | 0 | -3 | 4 | -0.2 | 2 | 4 | -6 | -29
O=C(Nn1c(C2CCC2)nc2ccccc2c1=O)C1CCC1 | -12 | -7 | -3 | 11 | 0.1 | 20 | 3 | -10 | 4

The results go on.
SMILES | CHO parental Ca | CHRM1 agonist | M1 antag | TAAR1 agonist | M1 ag parental | CHO-K1 Ca PAM | CHRM1 PAM | CHO-K1 Ca antag | TAAR1 antagonist
COC(=O)[C@H]1C[C@H](O)CN1S(=O)(=O)c1ccc(Br)cc1F | -9 | -2 | -2 | 0 | -0.3 | 6 | 1 | 1 | 13
CCC(C(=O)NC1CCCCC1)N(C(=O)c1snc(C(N)=O)c1N)c1ccc(OC)cc1OC (stereo unspecified) | -13 | -4 | -11 | -1 | 0.7 | 11 | 10 | -10 | -25
CCCCN(CC)CCNC(=O)c1cc2c(-c3ccccc3F)nn(C)c2s1 | -17 | -7 | -25 | 6 | 0.6 | 16 | 28* | -13 | -11
CCOC(=O)c1c(-c2ccccc2)c2cc(OC)ccc2n1CCCN(C)C | 1 | 4 | -8 | 17 | 6.0 | 20 | 5 | -10 | 4
CC12CCC(C/C1=N\OC(=O)c1c(F)cccc1F)C2(C)C (stereo unspecified) | -10 | -2 | 22 | 2 | 4.3 | -15 | -11 | 10 | -6
O=C1Nc2ccccc2C1(O)Cc1ccccn1 (stereo unspecified) | -11 | -1 | -25 | 0 | 0.2 | -15 | 7 | -5 | 14
COc1ccc(CN2CCN(c3ccc(F)cc3)CC2)c(OC)c1OC | -1 | -4 | -2 | 18 | 3.1 | 2 | -1 | -10 | -13
CC(SCC(=O)Nc1ccccc1Br)c1nc2ccccc2c(=O)[nH]1 (stereo unspecified) | -17 | -2 | -12 | 2 | -0.1 | -2 | 5 | -13 | 5

Looked up above.
CCn1cc(C(=O)N2CCN(c3ccc(OC)cc3)CC2)c(=O)c2cc(S(=O)(=O)N3CCCCC3)ccc21 @ CHO parental Ca = -19
O=C1C2C(c3ccccc3)(C(=O)N1c1ccc(Cl)cc1)C2(c1ccccc1)c1ccccc1 (stereo unspecified) @ CHO-K1 Ca PAM = 9
